Screening results (PubChem BioAssay)
GAA spleen mod = lysosomal alpha-glucosidase (human) modulation | human spleen homogenate, 4-MU-alpha-glucoside fluorescence | Potency, µM (series often up to 79.9 µM), for the others: top-dose activity change, negative = inhibition, actives largely listed as inhibitors | hit rate 0.006% among 240,000 | AID 2112;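 note: 0% = enzyme with vehicle and -100% = no enzyme basal signal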
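Enzyme source: human spleen homogenate, 1 ug/well. Buffer 50 mM citric acid/K phosphate pH 5.0, 0.01% Tween-20. 4-MU-alpha-glucoside 1 mM; 37 C x 40 min; NaOH/glycine stop; fluorescence.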
L3MBTL1 inh = L3MBTL1 (human) inhibition; hit rate 0.66% among 230,000; Potency, µM (series often up to 57.1 µM), without a hit: top-dose activity, negative = inhibition, usual class: inhibitors; Q9Y468; AlphaScreen L3MBTL1–H3K9me1 peptide binding; note: nearly all actives have a fitted effect of over 60% in size
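AlphaScreen proximity signal between nickel-chelate acceptor and streptavidin donor beads (final 10 ug/mL) reports binding of 50 nM L3MBTL1 to 75 nM biotin-H3 K9me1 peptide; complex incubated with compounds 30 min at room temperature; cefsulodin titration as control.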
TexasRed fluor = Texas Red fluorescence interference in TRb-SRC2 counter-screen; TRb/SRC2 Texas Red total fluorescence interference; Potency, µM (titrated, usually from 106 µM), for inactives: at the top dose fluorescence change, negative = quenching; hit rate 0.29% among 280,000; AID 1479; active = well fitted curve in either direction with a large enough effect; inconclusive = small, poorly fitted or top-dose-only effect
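Flags fluorescent or light-absorbing compounds by total fluorescence, S + 2P, at 555 nm excitation and 632 nm emission. Mixture: 20 nM Texas Red SRC2 peptide, 0.6 uM human TRb LBD, 1 uM T3, 5% DMSO; compound exposure 5 h at ambient temperature.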
RECQ1 inh = inhibitors of human RECQ1 DNA helicase; P46063; RECQ1 DNA unwinding, red fluorescence kinetic read; Potency, µM (highest dose often 57.3 µM), without a hit: top-dose activity, negative = inhibition, most hits filed as inhibitors; hit rate 0.54% among 240,000;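 note: plate controls were vehicle for no effect and no enzyme for full effect; nearly all actives have a fitted effect of over 30% in size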
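RECQ1T1 50 nM; forked duplex (20 bp + 30-nt ss tails) 200 nM, ATP 2 mM final; pH 8.0, 2 mM MgCl2, 2.5 ug/ml poly(dI-dC); 15 min compound preincubation; discontinuous kinetic read over 2 h at RT.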
GAA glycogen = inhibitors or activators of human alpha-glucosidase glycogen cleavage; P10253; recombinant GAA, glycogen substrate, Amplex Red glucose oxidase fluorescence; Potency, µM (series often up to 76.4 µM), without a hit: top-dose activity change, negative = inhibition, most hits filed as inhibitors; hit rate 0.38% among 300,000; AID 2100;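 note: 0% = full enzyme reaction and -100% = no-enzyme basal signal; the screen sought inhibitors and activators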
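qHTS, 1536-well; enzyme 4 nM final; cpd up to 77 uM; substrate bovine liver glycogen 30 ug; 50 mM citrate/phosphate pH 5.0, 0.01% Tween-20; 37 C, 40 min; Amplex Red detection 45 min RT; Hill fit → AC50.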
GAA inh = inhibitors of human lysosomal alpha-glucosidase; P10253; purified human GAA, 4-MU-alpha-glucoside fluorescence; Potency, µM (series often up to 76.9 µM), inactives show top-dose activity change, negative = inhibition, hits mostly inhibitors; hit rate 0.005% among 200,000; AID 1466;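 note: plate controls were uninhibited enzyme wells for no effect and no-enzyme background for full effect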
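Read-out is 4-methylumbelliferone fluorescence (Ex 365/Em 440 nm) after NaOH/glycine stop at pH 10. Enzyme 4 nM, substrate 400 uM, pH 5.0 citrate buffer, 20 min room temperature; AC50 from Hill-equation concentration-response.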
TRb-SRC2 inh = disrupts binding of human TR beta to SRC2 | P10828 | hit rate 0.065% among 280,000 | Potency, µM (series often up to 106 µM), inactives show at the highest dose activity change, negative = inhibition, usual class: inhibitors | TRbeta-SRC2 peptide binding, fluorescence polarization; receptor liganded with 1 µM T3;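 note: plate controls were bound peptide for no effect and peptide without receptor for full effect; nearly all actives have a fitted effect of over 50% in size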
Target sequence (P10828 whole entry, looked up): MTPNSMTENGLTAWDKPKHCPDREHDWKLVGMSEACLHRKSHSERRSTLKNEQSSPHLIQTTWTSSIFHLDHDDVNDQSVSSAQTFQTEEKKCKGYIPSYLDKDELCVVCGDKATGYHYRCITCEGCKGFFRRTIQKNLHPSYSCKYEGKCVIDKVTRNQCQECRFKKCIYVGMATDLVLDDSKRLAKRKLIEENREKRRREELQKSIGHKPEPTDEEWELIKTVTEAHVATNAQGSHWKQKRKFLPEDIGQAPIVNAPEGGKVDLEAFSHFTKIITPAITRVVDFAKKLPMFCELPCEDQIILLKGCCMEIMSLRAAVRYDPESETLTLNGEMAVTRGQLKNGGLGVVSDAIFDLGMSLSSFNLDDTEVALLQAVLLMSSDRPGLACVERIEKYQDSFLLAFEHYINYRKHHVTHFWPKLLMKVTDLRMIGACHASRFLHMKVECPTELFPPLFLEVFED
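Fluorescence polarization of 20 nM Texas Red SRC2 peptide (20-aa NR interaction domain) bound to 0.6 uM human TRb ligand-binding domain, with 1 uM T3, after 5 hr at ambient temperature; inhibition seen as decreased polarization.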
RGS12 GoLoco inh = inhibitors of human Gai1-RGS12 GoLoco interaction (red fluorophore). P63096. Gai1:RGS12 GoLoco peptide FP, rhodamine, 10 min. Potency, µM (top dose mostly 61.6 µM), for the others: top-dose activity, negative = inhibition, hits mostly inhibitors. hit rate 0.44% among 230,000; active = well fitted inhibition curve with a large enough effect, not every such curve was filed as active; inactive = no such curve, though single readings can be large or run the other way; note: nearly all actives have a fitted effect of over 30% in size; many of its hits are not listed in these tables
Numbers without * were called inactive; i = inactive; ? = inconclusive; . = not tested or not shown; [ ] = another dose, or the depositor's remark. Unless noted, calls come from the whole dose curve; as a rule, active = well fitted curve in the direction sought with a large enough effect; inconclusive = small, poorly fitted or top-dose-only effect, or another doubt; inactive = no such curve, though single readings can be large; an effect the other way counts as inactive or inconclusive. Unless noted, % is set by controls: 0 for no effect and ±100 for the full control effect; potency is the fitted concentration of half-maximal effect. A portion of the library, so the mix of outcomes need not match the whole.

SMILES	GAA spleen mod	L3MBTL1 inh	TexasRed fluor	RECQ1 inh	GAA glycogen	GAA inh	TRb-SRC2 inh	RGS12 GoLoco inh
O=C(NC1CCCCC1)N1CCN(C2CCCCC2)CC1	9.6%	-2.6%[11.4 µM]	1.8%	i	2.8%	-5.9%	-4.0%	5.7%
COc1cccc(NC(=O)CCSc2ccc(C)cc2)c1	-3.6%	5.0%	?	-4.1%	-4.6%	-2.6%	0.8%	12.3%
CC(C)(C)OC=O	0.2%	.	-0.1%	-1.3%	.	.	-4.7%	0.5%
Cn1nc(C(F)(F)F)c(/C=N/OC(=O)c2ccccc2Cl)c1SCc1ccc(Cl)cc1	-3.5%	11.8%	-0.7%	-9.7%	-5.0%	-2.2%	-0.1%	-4.9%
CSc1nnc(CCCCCCCCc2nnc(SC)o2)o1	-1.6%	8.3%	-0.4%	-7.0%	11.7%	3.6%	3.8%	-11.3%
Cc1nonc1OCCNCc1c(C(=O)N(C)C)nc2ccc(Cl)cn12	6.2%	12.6%	-2.9%	-9.3%	-5.6%	13.4%	-0.2%	14.4%
Nc1nnc(SCC(=O)Nc2ccc(F)c(Cl)c2)n1-c1ccccc1	-7.3%	.	-0.4%	-2.6%	-0.3%	-3.5%	3.2%	-4.3%
O=c1oc2ccccc2cc1-c1ccccc1	-2.9%	24.8%	-0.1%	18.5%	8.5%	9.4%	-5.3%	-2.3%
O=C1c2ccccc2C(=O)N1OCc1ccccc1	-2.0%	7.0%	0.9%	-11.6%	6.4%	1.7%	-8.9%	0.8%
CCOC(=O)N1CCN(C(=O)Cn2nc(C)c3sc4ccccc4c3c2=O)CC1	-0.3%	63.0%[activator]	0.5%	i	8.0%	-3.0%	-12.6%	-14.2%
Clc1ccc(C(c2ccccc2)N2CCN(c3ccccn3)CC2)cc1 (stereo unspecified)	4.4%	-0.3%	3.3%	12.4%	-2.4%	-16.7%	1.1%	6.1%
Cc1ccc(C(=O)N2CCN(c3ccccc3Cl)CC2)cc1[N+](=O)[O-]	0.1%	?	-2.7%	-6.4%	-12.7%	?	-3.8%	-2.6%
O=C(NC1CCCC1)c1cccc(Oc2ccccc2)c1	1.6%	4.4%	-2.9%	-0.3%	22.1%	5.4%	-4.6%	-9.3%
Cc1sc2ncn(CC(=O)N3CCCCC3)c(=O)c2c1C	3.1%	6.9%	0.9%	i	-6.8%	4.2%	9.2%	10.3%
O=C(SCC(O)C(O)CS)c1cccs1 (stereo unspecified)	0.2%	.	0.5%	i	-3.8%	.	1.7%	7.7%
O=C(NCc1cccnc1)/C(=C/c1ccccc1)NC(=O)c1ccccc1	2.1%	-11.6%	-2.3%	-3.0%	11.6%	7.3%	-2.5%	7.3%
c1cncc(-c2nc(N3CCCCCC3)c3ccccc3n2)c1	-6.8%	-0.3%	-1.6%	-9.8%	8.4%	-5.2%	-0.7%	23.5%
O=C(COC(=O)/C=C/c1cccc([N+](=O)[O-])c1)NCCCN1CCCC1=O	2.8%	.	-2.6%	-4.5%	5.3%	2.2%	0.3%	-0.1%
COc1ccc2oc3ccc(OC)cc3c(=O)c2c1	-6.5%	7.5%	-4.1%	3.4%	2.6%	?	2.5%	8.0%
COc1ccccc1/C=N/NC(=O)C1=NNC(c2ccccc2)(c2ccccc2)C1	-3.8%	-6.2%	2.0%	i	-16.6%	?	2.0%	4.1%

In a second layout: results already given
compound | GAA spleen mod | L3MBTL1 inh | TexasRed fluor | RECQ1 inh | GAA glycogen | GAA inh | TRb-SRC2 inh | RGS12 GoLoco inh
Nc1nnc(SCC(=O)Nc2ccc(F)c(Cl)c2)n1-c1ccccc1 | -7.3% | . | -0.4% | -2.6% | -0.3% | -3.5% | 3.2% | -4.3%
O=C(COC(=O)/C=C/c1cccc([N+](=O)[O-])c1)NCCCN1CCCC1=O | 2.8% | . | -2.6% | -4.5% | 5.3% | 2.2% | 0.3% | -0.1%
Cc1ccc(C(=O)N2CCN(c3ccccc3Cl)CC2)cc1[N+](=O)[O-] | 0.1% | ? | -2.7% | -6.4% | -12.7% | ? | -3.8% | -2.6%
CC(C)(C)OC=O | 0.2% | . | -0.1% | -1.3% | . | . | -4.7% | 0.5%
Cn1nc(C(F)(F)F)c(/C=N/OC(=O)c2ccccc2Cl)c1SCc1ccc(Cl)cc1 | -3.5% | 11.8% | -0.7% | -9.7% | -5.0% | -2.2% | -0.1% | -4.9%

More compounds
SMILES	GAA spleen mod	L3MBTL1 inh	TexasRed fluor	RECQ1 inh	GAA glycogen	GAA inh	TRb-SRC2 inh	RGS12 GoLoco inh
O=C(CNC(=S)NC(=O)C1CCCCC1)c1ccccc1	6.2%	4.5%	-0.5%	0.4%	-2.1%	?	2.3%	12.2%
CN(CC(=O)Nc1cccc([N+](=O)[O-])c1)S(=O)(=O)c1ccccc1	-12.4%	2.1%	-4.6%	i	-8.3%	7.0%	2.8%	5.7%
CCCOc1ccc(N2C(=O)CC(N3CCN(C(=O)c4ccco4)CC3)C2=O)cc1 (stereo unspecified)	1.0%	7.4%	-0.1%	-1.3%	1.9%	2.7%	8.1%	-2.3%
Cc1ccc(NC(=O)CN2C(=O)S/C(=C\c3cc(C)n(C)c3C)C2=O)cc1	-2.7%	-5.1%	-1.5%	-5.3%	-10.3%	-1.9%	0.6%	9.0%
